CCT modulator: cytosolic chaperonin activity modulation; activity change, % (test concentration not listed), hits read low; purified chaperonin ATPase assay, HTRF ADP detection, 30 min; actives 0.3% (n = 360,000); in the data active means activity change below about -30%; further: on the % scale 0 is the no-effect control and ±100 the full control effect
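Nucleotide hydrolysis assay: TRiC at 20–40 nM final (set by batch activity) with 10 uM ATP, 30 min at 37 °C, in presence of 76 uM compound. Detection by competitive ADP HTRF, 30 min ambient.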
EPAC1 agonist: agonists of human EPAC1. AID 720707. O95398. Potency, µM (highest dose often 154 µM), without a hit: at the highest dose activation, most hits filed as activators. EPAC1 agonist qHTS, biochemical assay; response scale: 100% = response to 6.5 mM cAMP. actives 0.073% (n = 360,000); further: potency means the concentration at half of the fitted maximal effect; nearly all actives have a fitted effect of over 60% in size
Target sequence (O95398 whole entry, looked up): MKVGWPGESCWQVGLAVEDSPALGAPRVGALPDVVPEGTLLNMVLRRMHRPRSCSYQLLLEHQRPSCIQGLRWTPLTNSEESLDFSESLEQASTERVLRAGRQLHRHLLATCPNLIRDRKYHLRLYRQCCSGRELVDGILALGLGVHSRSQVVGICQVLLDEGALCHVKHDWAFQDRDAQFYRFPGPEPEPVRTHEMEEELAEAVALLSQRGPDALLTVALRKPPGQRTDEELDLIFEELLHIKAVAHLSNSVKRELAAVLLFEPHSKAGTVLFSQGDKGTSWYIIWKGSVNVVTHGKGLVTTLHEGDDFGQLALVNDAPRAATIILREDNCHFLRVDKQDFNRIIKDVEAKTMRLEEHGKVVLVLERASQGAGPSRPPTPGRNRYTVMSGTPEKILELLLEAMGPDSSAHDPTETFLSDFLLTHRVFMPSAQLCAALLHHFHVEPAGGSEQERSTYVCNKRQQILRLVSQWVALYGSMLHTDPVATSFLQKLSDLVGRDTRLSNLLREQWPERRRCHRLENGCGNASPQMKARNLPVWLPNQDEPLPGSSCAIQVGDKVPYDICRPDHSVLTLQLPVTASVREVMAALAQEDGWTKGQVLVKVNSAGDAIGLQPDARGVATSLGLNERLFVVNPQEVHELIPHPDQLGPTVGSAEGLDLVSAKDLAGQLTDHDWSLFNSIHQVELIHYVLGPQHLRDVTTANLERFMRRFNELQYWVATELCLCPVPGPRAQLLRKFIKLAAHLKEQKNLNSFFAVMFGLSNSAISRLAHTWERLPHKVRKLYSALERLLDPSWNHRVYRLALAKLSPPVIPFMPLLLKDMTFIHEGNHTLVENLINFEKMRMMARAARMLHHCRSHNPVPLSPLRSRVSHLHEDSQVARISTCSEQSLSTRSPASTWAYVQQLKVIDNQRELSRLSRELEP
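EPAC1 100 nM, Rap1B–BODIPY-GDP 250 nM, unlabeled GDP 50 uM; compound titration; 5 min RT; kinetic read ex480/em540 at 5-min intervals ×30 min; data normalized to 6.5 mM cAMP agonist control.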
IL2 activator: IL-2 activation. IL-2 activation reporter assay, cell-based qHTS; stimulated with anti-CD3/CD4/CD28 beads; in transgenic mouse T cells. AID 652025. actives 0.065% (n = 360,000). activation, % (series mostly up to about 46 µM); in the data active means activation above about 50%; inconclusive means mostly about 30% to 49%; further: 0% is about no effect
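Unstimulated transgenic mouse T cells preincubated 60 min with compound, then stimulated with anti-CD3/anti-CD4-coated beads plus anti-CD28 for 18 h at 37 degrees C. IL-2 response read as EGFP and DsRed fluorescence by plate cytometry.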
EPAC2 ag: EPAC2 (human) agonism; Q8WZA2; EPAC2 activation, biochemical qHTS; response scale: 100% = 6.5 mM cAMP response; Potency, µM (series often up to 154 µM), without a hit: top-dose activation, actives largely listed as activators; actives 0.079% (n = 360,000); further: potency means the concentration at half of the fitted maximal effect; nearly all actives have a fitted effect of over 50% in size
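In this primary screen, activation is scored as increased exchange of BODIPY-GDP from Rap1B by 100 nM EPAC2, with 50 uM GDP as competitor. Signal is normalized to the 6.5 mM cAMP agonist control.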
EPAC1 antag: antagonists of human EPAC1 | O95398 | EPAC1 GEF assay, Rap1b-BODIPY-GDP exchange fluorescence | Potency, µM (doses to about 115 µM), without a hit: at the highest dose activity change, negative = inhibition, hits mostly inhibitors | actives 0.14% (n = 360,000);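 further: potency means the concentration at half of the fitted maximal effect; plate controls were vehicle for no effect and positive control for full effect; nearly all actives have a fitted effect of over 50% in size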
PI5P4K alpha inh: PI5P4K alpha (human) kinase inhibition; P48426; PI5P4Kalpha enzyme, ADP-Glo luminescence, 60 min; hits give low values; max response, %; actives 1.2% (n = 330,000); active means max response of -50% or lower; inconclusive means between -30% and -50%; inactive means -30% or higher; further: value at the top dose of about 77 µM; on the % scale 0 is the no-effect control and ±100 the full control effect
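Luminescence from ADP-Glo served as readout of PI5P4Kalpha activity in a qHTS format. Reaction: enzyme, substrate, compound, ATP at 5 microM final, 60 min at RT.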
PLK1 PBD inh: inhibitors of human PLK1 polo-box domain binding | AID 720504 | Potency, µM, without a hit: max response, negative = inhibition, usual class: inhibitors | P53350 | actives 2.8% (n = 360,000) | Plk1 PBD binding of FITC phosphopeptide, fluorescence polarization; further: potency means the concentration at half of the fitted maximal effect; series mostly up to about 57 µM; on the % scale 0 is the no-effect control and ±100 the full control effect; nearly all actives have a fitted effect of over 65% in size
WRN inhibitor: blocks human WRN helicase. WRN helicase unwinding, fluorescent forked duplex, kinetic. Potency, µM (top dose mostly 114 µM), inactives show at the top dose activity change, negative = inhibition, actives largely listed as inhibitors. actives 0.46% (n = 360,000). AID 651768; further: potency means the concentration at half of the fitted maximal effect; on the % scale 0 is the no-effect control and ±100 the full control effect; nearly all actives have a fitted effect of over 55% in size
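WRN at 20 nM final was preincubated with compound for 15 min at room temperature; reaction started with 100 nM forked duplex oligonucleotide carrying fluorophore and quencher plus 2 mM ATP (final). Unwinding followed kinetically by red fluorescence (ex 525/em 598 nm).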
* = called active by the depositor; ? = inconclusive; . = not tested or not shown; & = joins results of further samples; [ ] = another dose, or the depositor's remark. Unless noted, the call rests on the fitted dose curve; in most records, active means well fitted curve in the direction sought with a large enough effect; inconclusive means small, poorly fitted or top-dose-only effect, or another doubt; inactive means no such curve, though single readings can be large; an effect the other way counts as inactive or inconclusive.

Results follow in this order: CCT modulator | EPAC1 agonist | IL2 activator | EPAC2 ag | EPAC1 antag | PI5P4K alpha inh | PLK1 PBD inh | WRN inhibitor
CN1C2CCC1CC(NC(=O)c1ccc([N+](=O)[O-])cc1)C2 (stereo not drawn)
→ 2.0 | -4% | -0.3 | -6% | -11% | 1 | -7% | 6%
COC(=O)C1(C(=O)OC)C[C@H](c2ccc(OC)cc2)N(Cc2ccccc2OC)[C@@H]1c1cccs1
→ . | 11%&2% | -1.0&-1.1 | 3%&7% | -12%&-16% | 9&16 | 0%&3% | -6%&-6%
COC(=O)c1[nH]c2c(c1C)C(=O)CC(c1ccc(OC)c(OC)c1)C2 (stereo not drawn)
→ 0.2 | 11% | -3.6 | -5% | 5% | -1 | -1% | -8%
c1ccc2c(c1)-c1ccccc1C2N1CCOCC1
→ 0.3 | -3% | -0.5 | 1% | -9% | 1 | -4% | -1%
CCCCN=C(C)C1=C(O)CSC1=O
→ -2.8 | 10% | -1.1 | 6% | -1% | -3 | -11% | 5%
Cc1cnc(NC(=O)COc2ccc3c(c2)CCC3)s1
→ -2.6 | -3% | -1.8 | 8% | 16% | -17 | -13% | 16%
CCCC(c1nnnn1C1CCCCC1)N1CCN(C2CCCC2)CC1 (stereo not drawn)
→ -2.7 | 10% | -0.1 | 7% | -8% | 1 | -4% | -22%
Nc1cc(N)nc(SCC(=O)N2CCN(C(=O)c3ccco3)CC2)n1
→ 0.0 | -6% | -1.7 | 6% | 6% | . | -1% | 2%
O=C(NCC1CCCO1)Nc1ccccc1 (stereo not drawn)
→ -0.7 | 0% | -1.3 | 2% | -13% | -9 | -4% | 5%
O=c1cc(-c2ccccc2)c2cc(Cl)ccc2[nH]1
→ -1.5 | 0% | -2.8 | 7% | 4% | 3 | -2% | 3%
CCNS(=O)(=O)c1cc(OC)ccc1OC
→ -13 | -9% | 0.5 | 4% | 4% | 0 | 0% | 1%
N/C(=N\OCC(=O)Nc1ccccc1)c1nonc1N
→ -2.7 | 3% | 0.7 | 9% | -17% | 3 | -5% | 19%
CCOc1ccccc1NC(=O)Nc1cccc(NC(C)=O)c1
→ -3.1 | -4% | -2.0 | -3% | -7% | -5 | -4% | -6%
Cc1cccc(N/C=C(\[N+](=O)[O-])S(=O)(=O)c2ccccc2)c1
→ -2.6 | -6% | 1.3 | -8% | -13% | 1 | 27µM* | -2%
COc1ccc(NC(=O)COC(=O)C2CC(=O)N(CCc3ccc(OC)c(OC)c3)C2)cc1Cl (stereo not drawn)
→ 3.3 | 0% | 0.4 | -6% | 5% | 8 | 2% | 4%
CC(=O)Oc1ccc(Cn2c(C)c(C(=O)NCc3cccc(C(F)(F)F)c3)sc2=O)cc1
→ 1.0 | -7% | -0.8 | -3% | -20% | 2 | -4% | -6%[57.1 µM]
CC(=O)Nc1ccc(S(=O)(=O)NC2CC(=O)N(c3ccc4c(c3)OCCO4)C2)cc1 (stereo not drawn)
→ 0.5 | -1% | 0.1 | 3% | -2% | 7 | 4% | 1%
CN(C(=O)c1ccccc1OCc1ccc(Cl)cc1)c1ccccc1
→ -0.4 | -17% | -3.5 | 17% | -28% | 4 | -2% | 0%
Cc1ccccc1N(CC(=O)NC1CCCCC1)C(=O)CCCC(=O)Nc1ccccn1
→ 0.2 | 8% | 0.1 | 4% | 0% | -1 | -4% | 2%
COC(=O)CCCC1=CC2=C(c3ccccc3)C(=O)C(C)(OC(=O)C3CCCC3)C(=O)C2=CN1c1ccccc1 (stereo not drawn)
→ -4.2 | 7% | 0.5 | 5% | -12% | -25 | -14% | -2%
O=C(Cc1cccc2ccccc12)NN=Cc1ccc2c(c1)CCC2
→ -0.5 | -7% | -4.0 | -6% | 12% | 0 | 0% | 10%
COc1ccc(CC(=O)Nc2cccc(-c3nnc(-c4ccco4)o3)c2)cc1
→ 1.4 | -1% | -0.7 | -7% | -3% | -6 | 2% | -9%
CC1=C(C(=O)OCc2ccccc2)C(c2ccccc2Br)NC(=O)N1 (stereo not drawn)
→ -3.5 | 12% | -0.6 | 10% | -6% | 5 | -14% | -13%
COCCCNC(=O)c1ccc(OC)c(OC2CCN(C(C)C)CC2)c1
→ 1.6 | 5% | -0.5 | 12% | 19% | 5 | -13% | 1%
Cc1ccc(NC(=O)CSc2nccn(-c3ccc4c(c3)OCCO4)c2=O)cc1
→ -0.7 | 2% | -2.8 | -9% | 8% | -8 | -30% | -23%
CC(C)N1CCC(=NNC(=O)c2ccc(Br)o2)CC1
→ -1.2 | -1% | -1.2 | 13% | -4% | 1 | -6% | 7%
NC(=O)NCCC1=CCCCC1
→ -1.3 | 1% | 2.3 | 8% | -6% | 6 | -4% | 0%
Cc1nc(CNC(=O)CC2C(=O)NCCN2Cc2ccoc2)nc2c1CCCC2 (stereo not drawn)
→ 2.4 | -4% | -3.0 | -10% | -3% | -3 | -6% | 2%
O=C1CC(c2ccccc2)n2nc(N3C(=O)c4ccccc4C3=O)nc2N1 (stereo not drawn)
→ -2.2 | 0% | -2.9 | -3% | -7% | 1 | -4% | -20%
COC(=O)c1sccc1Oc1ccc(F)cc1[N+](=O)[O-]
→ -1.6 | 6% | 0.4 | 1% | 3% | 11 | -7% | -7%

Overlap with the part before: two entries; new compounds follow.
Results follow in this order: CCT modulator | EPAC1 agonist | IL2 activator | EPAC2 ag | EPAC1 antag | PI5P4K alpha inh | PLK1 PBD inh | WRN inhibitor
O=C1CC(c2ccccc2)n2nc(N3C(=O)c4ccccc4C3=O)nc2N1 (stereo not drawn)
→ -2.2 | 0% | -2.9 | -3% | -7% | 1 | -4% | -20%
COC(=O)c1sccc1Oc1ccc(F)cc1[N+](=O)[O-]
→ -1.6 | 6% | 0.4 | 1% | 3% | 11 | -7% | -7%
C(#CC1CCCCC1)c1ccc2c(c1)COc1c3ccccc3nn1-2
→ -1.0 | -27% | 0.3 | -2% | -1% | 4 | -5% | 0%
C/C(=N\NC(=O)c1cccnc1)c1ccccc1
→ -0.7 | -1% | 0.5 | 2% | 1% | 3 | -7% | -16%
CCn1c(/C=C/N(C(C)=O)c2ccccc2)[n+](CCCS(=O)(=O)[O-])c2cc(Cl)c(Cl)cc21
→ -2.1 | 4% | 0.4 | 7% | 6% | -1 | -7% | 5%
Fc1cccc(Cl)c1CSc1nnnn1-c1ccc2c(c1)OCO2
→ 1.3 | 24% | -2.6 | 16% | 9% | . | -10% | -4%
CC(=O)Nc1ccc(S(=O)(=O)NCCSCc2ccc(Cl)cc2Cl)cc1
→ -2.7 | 6% | 0.9 | 6% | -16% | 19 | -1% | -6%
CCOc1ccc2nc(NCCNC(=O)C(C)C)c(C)cc2c1
→ -3.5 | 4% | -1.6 | 3% | 4% | 1 | -10% | -4%
O=C(Nc1ccncc1)c1cc(F)cc(F)c1
→ 0.9 | 1% | -0.4 | 9% | 0% | 2 | -11% | 2%
CC(C)NC(=O)C1(C)CSCC(=O)N1Cc1cccc(F)c1 (stereo not drawn)
→ . | -2% | 0.2 | -5% | 9% | 0 | 3% | 1%
CCCCOC(=O)CSc1nc(N)c(C#N)c(-c2ccc(OCC)cc2)c1C#N
→ -9.7 | -5% | 1.6 | -3% | 5% | 8 | -28% | 3%
CNC(=O)c1sc(N2N=C3/C(=C\c4ccccc4)CCCC3C2c2ccccc2)nc1C (stereo not drawn)
→ -3.3 | 17% | -2.8 | 13% | -16% | -5 | ? | -15%
CCOC(=O)C1(Cc2cccc(OC)c2)CCN(C(C)CC(C)(C)O)CC1 (stereo not drawn)
→ -0.3 | -1% | -2.2 | -1% | 0% | 6 | -3% | -6%
O=C1CC(c2ccccc2)=Nc2ccc(Br)cc2N1
→ -0.6 | -1% | -0.3 | 3% | -4% | 13 | -1% | -4%
Cc1ccc(NC(=O)c2cn(-c3cccc(C)n3)cn2)cc1
→ -0.1 | -1% | 0.0 | -7% | 2% | -2 | 1% | -1%
COc1ccc(S(=O)(=O)NCC2CCCN(Cc3ccc(OC)cc3F)C2)cc1 (stereo not drawn)
→ -4.4 | 5% | -0.8 | 0% | -19% | 4 | -10% | -13%
COc1ccc(-c2cc(NC=O)c3ncc(-c4cccc(C(=O)NCCN(C)C)c4)n3c2)c(OC)c1
→ -0.8 | -9% | -0.4 | 1% | -1% | -20 | -1% | ?
Cc1cc(C)c(C(=O)COC(=O)CCn2c(C)csc2=O)cc1C
→ -1.4 | -2% | -5.5 | 14% | 12% | 4 | -15% | -3%
O=C(Nc1cccc(Cl)c1)OCCN1CCN(Cc2ccccc2)CCC1=O
→ -2.6 | 7% | 0.7 | 3% | -6% | 2 | 4% | -2%
Cc1c(NS(=O)(=O)c2ccc3[nH]c(=O)[nH]c3c2)c(=O)n(-c2ccccc2)n1C
→ 0.5 | 6% | -2.2 | 6% | -1% | . | -5% | -1%
CCOC(=O)Cc1nnc(NC(=O)C2CCCCC2)s1
→ 1.0 | 9% | -2.0 | 2% | 10% | -5 | -17% | 7%
O=C(Cn1ncc2c(=O)oc3ccccc3c21)NCC1COc2ccccc2O1 (stereo not drawn)
→ -2.2 | 7% | -2.1 | 4% | ? | -3 | -12% | -12%
Cc1c(C(=O)Oc2cc(N)n(S(C)(=O)=O)n2)cccc1[N+](=O)[O-]
→ -2.6 | 7% | -2.5 | 7% | 5% | -18 | 12µM* | -34%
Cc1ccc(-c2nnc(SCCC(=O)N3CCOCC3)o2)cc1
→ -0.2 | 1% | 2.0 | 4% | -1% | -4 | -4% | -3%
Cc1ccc(-c2nn(CC(=O)NN3CCOCC3)c(=O)c3ccccc23)cc1
→ 2.2 | -8% | -0.2 | 0% | 11% | 1 | 3% | 4%
Cc1ccc(N(CC(=O)NCC(O)c2ccccc2)S(=O)(=O)c2ccc(C)cc2)cc1 (stereo not drawn)
→ -0.1 | -7% | -3.4 | 6% | -40% | 7 | ? | -6%

4 compounds out of the list, ordered by molecular weight, ascending.
Results follow in this order: CCT modulator | EPAC1 agonist | IL2 activator | EPAC2 ag | EPAC1 antag | PI5P4K alpha inh | PLK1 PBD inh | WRN inhibitor
C/C(=N\NC(=O)c1cccnc1)c1ccccc1
→ -0.7 | -1% | 0.5 | 2% | 1% | 3 | -7% | -16%
Cc1c(C(=O)Oc2cc(N)n(S(C)(=O)=O)n2)cccc1[N+](=O)[O-]
→ -2.6 | 7% | -2.5 | 7% | 5% | -18 | 12µM* | -34%
Cc1cc(C)c(C(=O)COC(=O)CCn2c(C)csc2=O)cc1C
→ -1.4 | -2% | -5.5 | 14% | 12% | 4 | -15% | -3%
CC(=O)Nc1ccc(S(=O)(=O)NCCSCc2ccc(Cl)cc2Cl)cc1
→ -2.7 | 6% | 0.9 | 6% | -16% | 19 | -1% | -6%

From PubChem

This is a subset; rates above refer to the full screens.
